# Compound activity: PubChem BioAssay, National Center for Advancing Translational Sciences (NCATS)
# BRCA1 expr act – qHTS Assay to Identify Small Molecule Activators of BRCA1 Expression | AID 624202, 2012 | MCF7-BRCA1-FFLuc reporter, luminescence, 48 h; response scale: scaled: vehicle 0%, 10 µM genistein 100% | 1.1% of 380,000 active | Potency, µM (doses to about 46.1 µM), inactives show at the highest dose activation, actives largely listed as activators; also: potency is read from the fitted curve at half-maximal effect; nearly all actives have a fitted effect of over 80% in size; some results filed as inactive show a strong effect at the top dose
#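 48 h compound treatment of MCF7-BRCA1-FFLuc cells (phenol-red free MEM, 37 °C), then 15 min with luciferase substrate and luminescence imaging.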
# a7 integrin act – qHTS for Activators of Integrin-Mediated Alleviation for Muscular Dystrophy; alpha7betagal myoblasts, beta-gal FDG fluorescence, 48 h; Potency, µM (titrated, usually from 38.3 µM), inactives show at the top dose activation, hits mostly activators; 0.064% of 350,000 active; AID 624291, 2012;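 also: potency is read from the fitted curve at half-maximal effect; 100% = response of the positive control SU9516; nearly all actives have a fitted effect of over 60% in size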
#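 alpha7betagal+/- myoblasts (passage 13, 250/well) treated 48 h at 37C with compounds at 1:260 dilution of DMSO stock. Lysed, then beta-galactosidase activity read as FDG fluorescence (ex 480/em 540) after 30 min, with pre-read for autofluorescence.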
# Eya2 inh – qHTS Assay for Inhibitors of the Phosphatase Activity of Eya2 | recombinant Eya2, OMFP fluorescence dephosphorylation (OMFP is methylfluorescein phosphate) | Potency, µM (titrated, usually from 76.9 µM), for the others: top-dose activity, negative = inhibition, most hits filed as inhibitors | 0.006% of 330,000 active; also: potency is read from the fitted curve at half-maximal effect; % is scaled to controls: 0 for no effect and ±100 for the full control effect
#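 Eya2 protein (added as 0.2 uM solution) was preincubated with compound for 10 min at ambient temperature in 50 mM HEPES pH 7.5, 50 mM NaCl, 5 uM MgCl2, 0.05% BSA, 1 mM DTT. OMFP (added at 50 uM) then reacted 10 min; fluorescence read at 485/525 nm.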
# uPA generation – qHTS for Inhibitors of Cell Surface uPA Generation; cell surface uPA generation assay, qHTS; Potency, µM (series often up to 38.3 µM), for inactives: at the highest dose activity change, negative = inhibition, actives largely listed as inhibitors; 0.31% of 330,000 active; active = well fitted inhibition curve with a large enough effect; inconclusive = small, poorly fitted or top-dose-only effect; inactive = no such curve, though single readings can be large or run the other way; tested in mouse RAW 264.7 cells; also: potency is read from the fitted curve at half-maximal effect; % is scaled to controls: 0 for no effect and ±100 for the full control effect; nearly all actives have a fitted effect of over 55% in size
# S-ASM inh – Inhibitors of Secretory Acid Sphingomyelinase (S-ASM): qHTS; Sphingomyelin phosphodiesterase (Homo sapiens), P17405; placental ASM, HMU-PC fluorogenic substrate, 60 min; Potency, µM (highest dose often 57.5 µM), for inactives: at the top dose activity change, negative = inhibition, hits mostly inhibitors; 0.006% of 340,000 active; also: potency is read from the fitted curve at half-maximal effect
#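 Steps: dispense placental human ASM, pin compound, wait 10 min at room temperature, add HMU-PC0 substrate at 9 uM final, incubate 60 min at 37 °C, add stop solution raising pH to 10, read fluorescence.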
# B2AR arrestin – qHTS assay of beta-arrestin-biased ligands of beta2-adrenergic receptor | Beta-2 adrenergic receptor (Homo sapiens), P07550 | beta-arrestin recruitment to beta2AR, cell-based reporter | Potency, µM (top dose mostly 46.1 µM), for inactives: at the top dose activation, actives largely listed as activators | 0.02% of 330,000 active | AID 492947, 2010;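 also: potency is read from the fitted curve at half-maximal effect; 0% = DMSO controls and full agonism = EC100 isoproterenol or metaproterenol; nearly all actives have a fitted effect of over 65% in size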
# USP2a inh – qHTS Assay for Inhibitors of Ubiquitin-specific Protease USP2a Using CHOP2 as the Reporter; Ubiquitin carboxyl-terminal hydrolase 2 (Homo sapiens), O75604; USP2 core, Ub-CHOP2 coupled fluorogenic reporter, 485/531; Potency, µM (highest dose often 38.3 µM), without a hit: at the highest dose activity change, negative = inhibition, actives largely listed as inhibitors; 0.01% of 330,000 active; AID 463254, 2010;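 also: potency is read from the fitted curve at half-maximal effect; plate controls were DMSO wells for no effect and full inhibition by NEM control for full effect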
# Target sequence (O75604 whole entry, looked up): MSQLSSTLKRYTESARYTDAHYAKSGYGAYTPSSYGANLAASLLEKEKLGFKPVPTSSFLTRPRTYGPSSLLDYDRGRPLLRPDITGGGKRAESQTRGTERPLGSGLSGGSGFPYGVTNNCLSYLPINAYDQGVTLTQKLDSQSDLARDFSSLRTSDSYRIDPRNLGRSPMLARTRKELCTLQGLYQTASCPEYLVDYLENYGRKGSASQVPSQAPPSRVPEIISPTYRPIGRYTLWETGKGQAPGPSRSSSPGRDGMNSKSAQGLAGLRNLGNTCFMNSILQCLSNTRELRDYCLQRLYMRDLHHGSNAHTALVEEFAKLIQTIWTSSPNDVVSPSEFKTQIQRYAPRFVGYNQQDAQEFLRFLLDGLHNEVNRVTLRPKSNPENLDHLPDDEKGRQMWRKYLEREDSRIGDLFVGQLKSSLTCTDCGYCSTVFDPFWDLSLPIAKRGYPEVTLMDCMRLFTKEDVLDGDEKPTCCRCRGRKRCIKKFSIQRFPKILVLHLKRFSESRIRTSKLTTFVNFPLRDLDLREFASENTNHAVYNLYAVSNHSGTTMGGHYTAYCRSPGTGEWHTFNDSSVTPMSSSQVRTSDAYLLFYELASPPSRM
#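 USP2 core (10nM final) preincubated 30min RT with compound in 20mM Tris-HCl pH 8.0, 2mM CaCl2, 2mM beta-mercaptoethanol, 0.05% CHAPS; 25nM Ub-CHOP2 plus 25nM reporter substrate added, fluorescence (Ex485/Em531) read after 60min.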
# ELG1 genotox – qHTS screen for small molecules that induce genotoxicity in human embryonic kidney (HEK293T) cells expressing luciferase-tagged ELG1 | 1.3% of 330,000 active | AID 504466, 2011 | Potency, µM (titrated, usually from 46 µM), for inactives: at the top dose activity change, positive = activation, most hits filed as activators | HEK293T ELG1-luciferase reporter, luminescence, 16 h; also: potency is read from the fitted curve at half-maximal effect; % of control where 0% means no effect; nearly all actives have a fitted effect of over 60% in size
#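 Genotoxic stress is detected as increased luminescence from luciferase-tagged ELG1 in HEK293T cells, measured with ONE-Glo after a 16 hr treatment at 37 °C.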
# PTAP TSG101 blk – qHTS Assay for Iinhibitors of HIV-1 Budding by Blocking the Interaction of PTAP/TSG101. Tumor susceptibility gene 101 protein (Homo sapiens), Q99816. Fluorescence polarization, FITC-PTAP peptide / Tsg101 binding. Potency, µM (highest dose often 115 µM), inactives show at the highest dose activity change, negative = inhibition, hits mostly inhibitors. 340,000 tested, under 10 active; active = well fitted inhibition curve with a large enough effect in the main read-out, with a control signal flat, not every such curve was filed as active; inconclusive = small, poorly fitted or top-dose-only effect, or effect the other way, or a change in a side signal; inactive = no such curve, though single readings can be large or run the other way; also: potency is read from the fitted curve at half-maximal effect; % of control where 0% means no effect
# Target sequence (Q99816 whole entry, looked up): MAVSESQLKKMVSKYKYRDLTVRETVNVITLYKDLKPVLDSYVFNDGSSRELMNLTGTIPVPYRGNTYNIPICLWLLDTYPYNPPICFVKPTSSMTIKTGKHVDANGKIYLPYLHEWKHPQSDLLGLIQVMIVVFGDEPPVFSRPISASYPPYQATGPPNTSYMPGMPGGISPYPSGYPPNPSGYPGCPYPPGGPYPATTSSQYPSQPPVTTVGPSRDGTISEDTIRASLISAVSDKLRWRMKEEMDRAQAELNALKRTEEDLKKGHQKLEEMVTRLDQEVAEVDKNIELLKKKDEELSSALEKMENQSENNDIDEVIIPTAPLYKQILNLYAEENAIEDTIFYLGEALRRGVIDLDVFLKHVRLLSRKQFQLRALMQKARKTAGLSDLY
#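 Steps: Tsg101 binding domain dispensed (10 uM final), compounds pinned in DMSO, FITC-labeled PTAP-motif peptide added (50 nM final); after 20 min binding at room temperature, polarization measured.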
# TRPV1 agonist – HTS Assay for Compounds that Act as Agonists of the Vanilloid Receptor 1; 0.19% of 320,000 active; activation, % at 8.33 µM; TRPV1-expressing cells, Fluo-8 calcium influx, agonist mode; in the data active = activation above about 80%; inconclusive = between about 30% and that limit; also: 0% is about no effect
#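 Fluo-8 calcium influx in TRPV1-expressing cells, kinetic read (ex 480/em 520 nm). Compound added and read 3 min for agonist activity, followed by capsaicin at EC20 final and 2 min further read for enhancement.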
# p53 reactivation – qHTS assay for re-activators of p53 using a Luc reporter; H1299 p53-A138V BP100-luciferase reporter, luminescence, 24 h; 0.063% of 320,000 active; Potency, µM (doses to about 92.2 µM), for inactives: at the top dose activity change, positive = activation, most hits filed as activators; also: potency is read from the fitted curve at half-maximal effect; % of control where 0% means no effect; nearly all actives have a fitted effect of over 45% in size
#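 H1299 (p53-null), stable ts p53-A138V + BP100-Luc; 1000 cells/well, Opti-MEM/10% FBS; cpd 4 pt, 1:5; 24 h, 37 deg C, 5% CO2; detection reagent 10 min RT; luminescence.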
# Starred values were filed as active, the others as inactive; ? = inconclusive; . = not tested or not shown; [ ] = dose if it differs, or a comment. Unless noted, calls follow the shape of the dose curve; as a rule, active = well fitted curve in the direction sought with a large enough effect; inconclusive = small, poorly fitted or top-dose-only effect, or another doubt; inactive = no such curve, though single readings can be large; an effect the other way counts as inactive or inconclusive.
SMILES,BRCA1 expr act,a7 integrin act,Eya2 inh,uPA generation,S-ASM inh,B2AR arrestin,USP2a inh,ELG1 genotox,PTAP TSG101 blk,TRPV1 agonist,p53 reactivation
CCCNC(=O)c1ccccc1NC(=O)CN(c1ccccc1OCC)S(C)(=O)=O,-12%,-25%,17%,4%,-2%,-0.1%,-1%,2%,-4%,5,-3%
COc1ccc(OC)c(Nc2ncnc3c2cnn3-c2ccccc2)c1,67%,23%,-4%,?,0%,-0.1%,-2%,?,-2%,3,-8%
CC(NC(=O)c1cc([N+](=O)[O-])cc([N+](=O)[O-])c1)c1ccc(-n2ccnc2)cc1 (centres undefined),-15%,-26%,-10%,12%,-1%,-0.6%,1%,-5%,1%,5,-13%
COc1c(C)cccc1C(=O)Nc1ccc(CN2CCOCC2)cc1,2.5µM*,?,2%,-4%,7%,0.0%,-1%,?,-4%,?,?
COc1ccc(-c2ccc(NCCC3=CCCCC3)nn2)cc1OC,6%,-34%[7.66 µM],-7%,.,1%,0.0%,5%,0%,-5%,1,-3%
CCN(CC)CCNC(=O)c1ccc(NC(=O)c2cc(-c3ccco3)nc3ccccc23)cc1,0%,-62%[inhibitor],0%,-10%,86%[activator],-0.1%,0%,-11%,-10%,0,7%
CCCCn1c(N)c(N(CCOC)C(=O)c2c(C)noc2C)c(=O)[nH]c1=O,-10%,2%,16%,1%,1%,0.1%,2%,1%,1%,-2,4%
O=C(Nc1ccccc1-c1nnn(CC(=O)N2CCc3ccccc3C2)n1)C1CCC1,14%,-17%,.,-2%,-3%,.,.,.,1%,10,.
OCC1(Cc2ccccc2)CCN(C2CCN(c3ccccc3F)CC2)CC1,-31%,-37%,-11%,-17%,3%,-0.9%,-3%,-4%,-5%,-1,-3%
Cc1cc(N2CCOCC2)nc2ccc(NC(=O)CCC(=O)N3CCN(c4ccccc4F)CC3)cc12,?,-5%,2%,-17%,.,-0.4%,-1%,?,0%,-4,10%
CCc1cc2cc(C)c(C)cc2nc1SCC(=O)NNC(=O)c1ccco1,15%,9%,3%,-4%,-2%,0.2%,-1%,8%,0%,26,-2%
Nc1ccc(C(=O)OCc2nc3ccccc3[nH]2)cc1,38%,8%,13%,4%,3%,-0.2%,4%,0%,0%,-1,3%
CC(=O)NN1C(=O)c2ccccc2NC1c1ccccn1 (centres undefined),-2%,-1%,3%,4%,204%[activator],0.3%,6%,0%,-8%,-2,2%
Cc1nc2scc(-c3ccccc3)c2c(=O)n1N=C1C=CC(=O)C=C1,5%,-18%,1%,-8%,-9%,0.2%,3%,?,-2%,21,-2%
O=C(NCCc1ccccc1)c1cc([N+](=O)[O-])ccc1N1CCOCC1,-16%,?,1%,3%,-5%,-0.9%,2%,-3%,-1%,.,8%
Cc1ccc(OCC(=O)NNC(=O)C2CSC3(C)CCC(=O)N23)cc1C (centres undefined),-6%,18%,-25%,3%,2%,3.3%,0%,0%,-4%,7,6%
Cn1c(=O)c(C(=O)CN2CCc3ccccc32)c(N)n(Cc2ccccc2)c1=O,-40%,-18%,-13%,6%,0%,-0.9%,1%,-2%,1%,2,4%
Cc1cccn2c(=O)c(C(=O)NCCCN3CC(C)CC(C)C3)c(O)nc12 (centres undefined),7%,-18%,-2%,2%,-1%,0.0%,-1%,1%,0%,-1,-4%
O=C(Nc1cc(S(=O)(=O)Nc2ccc(Cl)cc2)ccc1O)c1ccc(F)cc1F,-37%,22%,-31%,-3%,-3%,0.0%,-6%,-5%,4%,.,1%
c1ccc(-c2ccccc2OCc2nnc3n2CCC3)cc1,-18%,0%,-14%,12%,2%,0.1%,1%,3%,-2%,-1,2%
COc1ccc(-c2noc(CCC(=O)NCCCN3CCC(Cc4ccccc4)CC3)n2)cc1,-36%,-63%[inhibitor],-5%,-9%,0%,-0.2%,0%,6%,-3%,4,-22%
CCOC(=O)C1=NN(C(=O)Nc2cccc(C(F)(F)F)c2)C2C(=O)N(c3cccc(C(F)(F)F)c3)C(=O)C12 (centres undefined),-14%,19%,-7%,-5%,-9%,0.0%,-2%,-2%,-2%,5,-1%
CC(=O)N1c2ccc(S(=O)(=O)N3CCC(C(=O)NC4CCCC(C)C4C)CC3)cc2CC1C (centres undefined),-11%,6%,5%,2%,3%,-1.1%,-1%,0%,1%,-1,.
O=C(CN1CCCCC1)Nc1ccc(F)c(Cl)c1,3%,-7%,5%,0%,2%,0.3%,2%,4%,-1%,19,4%
Cc1ccc(Oc2nc3ccccn3c(=O)c2/C=C(\C#N)C(=O)Nc2c(C)n(C)n(-c3ccccc3)c2=O)c(C)c1,-2%,-14%,1%,-3%,9%,-1.7%,5%,8%,0%,-3,-7%

# Full records, looked up by structure. Screens in order: BRCA1 expr act	a7 integrin act	Eya2 inh	uPA generation	S-ASM inh	B2AR arrestin	USP2a inh	ELG1 genotox	PTAP TSG101 blk	TRPV1 agonist	p53 reactivation
# `Nc1ccc(C(=O)OCc2nc3ccccc3[nH]2)cc1` is listed as 38%	8%	13%	4%	3%	-0.2%	4%	0%	0%	-1	3%
# `COc1c(C)cccc1C(=O)Nc1ccc(CN2CCOCC2)cc1` is listed as 2.5µM*	?	2%	-4%	7%	0.0%	-1%	?	-4%	?	?

# Next records:
SMILES,BRCA1 expr act,a7 integrin act,Eya2 inh,uPA generation,S-ASM inh,B2AR arrestin,USP2a inh,ELG1 genotox,PTAP TSG101 blk,TRPV1 agonist,p53 reactivation
CCOC(=O)c1c(C)[nH]c(N=Nc2ccccc2)c1C,58%,19%,-37%,4%,?,0.4%,-7%,12µM*,-1%,?,14%
CC(=O)Nc1nnc(S(=O)(=O)N2CCN(c3ccc([N+](=O)[O-])cc3Cl)CC2)s1,-13%,27%,2%,2%,-10%,2.4%,1%,-3%,0%,2,3%
Cc1ccc(N(Cc2ccccc2)C(=O)c2ccc(Cl)c(S(=O)(=O)N3CCOCC3)c2)cc1,-48%,-11%,4%,?,-1%,0.0%,4%,-28%,0%,28,3%
Cc1cnc(C(=O)OCC(=O)Nc2ccc(Cl)cn2)cn1,2%,-8%,26%,-1%,1%,4.1%,0%,-3%,-4%,-1,8%
CCC(C(=O)OC)n1cnc2c(cnn2-c2ccc(Cl)cc2)c1=O (centres undefined),-13%,3%,-7%,-3%,2%,-1.0%,4%,-3%,1%,28,15%
Cc1cccc(-c2onc3ccc(C(=O)/C=C/N(C)C)cc23)c1,-50%,?,-4%,-3%,1%,-1.0%,1%,-6%,-4%,-1,-3%
COc1ccc(Cc2nc3ccc(C(=O)N(C)C(C)c4nccs4)cc3o2)cc1 (centres undefined),0%,-21%,-6%,4%,2%,0.3%,3%,-2%,1%,3,-1%
CCCc1c(C)c2cccc(C)c2[nH]c1=O,-5%,45%,9%,0%,3%,-0.1%,4%,-1%,2%,15,5%
CC(=O)c1cccc(NC(=O)c2ccc(N(Cc3ccccc3)S(C)(=O)=O)cc2)c1,-4%,2%,1%,-5%,-9%,0.1%,0%,-11%,-4%,23,-9%
N/C(=N\OC(=O)COc1cc(Cl)c(Cl)cc1Cl)c1ccccn1,?,21%,-13%,2%,-4%,-0.1%,2%,?,-1%,-8,14%
CCN(CC)S(=O)(=O)c1ccc(C(=O)Nc2cc(S(=O)(=O)N3CCOCC3)ccc2O)cc1,-2%,1%,-22%,-3%,-5%,-0.5%,-1%,-2%,-1%,.,1%
CCN(CC)CCCN1C(=O)C(=O)/C(=C(/O)c2ccccc2)C1c1cc(OC)ccc1OC (centres undefined),-2%,27%,14%,1%,1%,-0.3%,2%,-5%,0%,-1,9%
C=CCNC(=S)Nc1ccc(C)cc1[N+](=O)[O-],59%,-25%,-16%,5%,3%,-0.2%,0%,5%,2%,0,?
O=C(c1ccc2noc(-c3ccccc3)c2c1)N1CCN(c2ccccc2)CC1,-15%,10%,-29%,7%,-4%,-0.1%,5%,-1%,1%,3,-1%
O=C(CCn1c(=O)oc2ccccc21)Nc1nc2ccccc2s1,27%,-14%,-4%,-3%,2%,-0.3%,-1%,10%,-3%,5,-2%
